FXIa inh 1536 – human FXIa protease inhibitors, primary screen, biochemical, 1536-well. purified FXIa, Boc-Glu-Ala-Arg-AMC fluorogenic substrate. actives 0.14% (n = 220,000). AID 798, 2007. inhibition, % at 5 µM. Coagulation factor XI (Homo sapiens), P03951;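 active = inhibition of at least 40%; inactive = inhibition below 40%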;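 note: fluorescence of freed AMC excited at 355 nm; 0% = enzyme without compound and 100% = no enzyme blank; many of its hits are not listed in these tables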
FXIIa inh 1536 – human FXIIa protease inhibitors, primary screen, biochemical, 1536-well; actives 0.3% (n = 220,000); purified FXIIa, Boc-QGR-AMC fluorogenic substrate, 2 h; AID 800, 2007; inhibition, % at 5 µM; Coagulation factor XII (Homo sapiens), P00748; in the data active = inhibition above about 40%;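 note: 0% = enzyme with no compound and 100% = blank without enzyme; many of its hits are not listed in these tables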
Runt-SMMHC FRET – inhibitors of RUNX1 Runt–CBFb-SMMHC binding, primary screen, biochemical, FRET, Cerulean-Runt, Venus-CBFb-SMMHC, uHTS; Runt-related transcription factor 1 (Homo sapiens) + Core-binding factor subunit beta …; Cerulean-Runt/Venus-CBFb-SMMHC FRET ratio 530/480, 1 h; inhibition, % at 20 µM; actives 0.74% (n = 220,000);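 active = mean inhibition across duplicate retests at 20 µM reaching about 50%, limit read from the data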;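 note: 0% = DMSO wells and 100% = wells with excess untagged CBFb-SMMHC; inhibitors lower the FRET ratio by blocking Runt binding to CBFb-SMMHC; some results filed as inactive read as strong as hits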
Hck-Nef inh – inhibitors of Nef-activated human Hck kinase, primary screen, biochemical, Z-Lyte FRET, 384-well, Hck-YEEI; Tyrosine-protein kinase HCK (Homo sapiens), P08631; Recombinant Hck-YEEI plus Nef, Z-Lyte FRET kinase assay; inhibition, % at 20 µM; actives 0.68% (n = 220,000); AID 463187, 2010;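 active = Hck-Nef kinase inhibition above about 50%, limit read from the data; inactive = inhibition below that limit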;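 note: 0% = DMSO with Hck plus Nef and 100% = Hck alone without Nef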
Target sequence (P08631 whole entry, looked up): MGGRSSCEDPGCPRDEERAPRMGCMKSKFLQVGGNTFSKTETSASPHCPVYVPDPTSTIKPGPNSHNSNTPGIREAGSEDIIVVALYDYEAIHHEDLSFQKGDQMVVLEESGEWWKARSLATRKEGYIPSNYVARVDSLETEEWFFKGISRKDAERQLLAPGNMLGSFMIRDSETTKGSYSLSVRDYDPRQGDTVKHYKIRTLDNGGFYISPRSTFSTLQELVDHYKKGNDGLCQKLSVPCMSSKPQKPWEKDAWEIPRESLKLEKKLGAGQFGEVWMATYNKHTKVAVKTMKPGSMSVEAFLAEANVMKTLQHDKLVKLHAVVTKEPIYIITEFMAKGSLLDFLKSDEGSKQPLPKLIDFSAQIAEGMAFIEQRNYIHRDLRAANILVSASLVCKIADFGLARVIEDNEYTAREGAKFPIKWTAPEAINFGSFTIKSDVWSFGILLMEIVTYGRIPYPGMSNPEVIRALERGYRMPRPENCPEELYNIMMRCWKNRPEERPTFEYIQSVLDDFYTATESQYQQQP
Wee1 stabilizer – Wee1 degradation inhibitors, primary screen, cell-based, HeLa, Wee1K328M-luciferase, luminescence; actives 1.2% (n = 220,000); reporter increase, % at 5 µM; HeLa Luc-Wee1K328M stability; 100% = proteasome inhibitor MG132 effect; Wee1-like protein kinase (Homo sapiens), P30291;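 active = activation above the mean of all tested compounds plus 3 SD, set per screening run, cut at about 8.8% in these data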;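 note: cells exposed to compound for 20 h before luminescence read; 0% = DMSO alone and 100% = MG132 at 30 µM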
KLK5 inh – human KLK5 protease inhibitors, primary screen, biochemical, 1536-well; Kallikrein-5 (Homo sapiens), Q9Y337; recombinant hK5, fluorogenic AMC substrate cleavage; inhibition, % at 5 µM; actives 0.59% (n = 210,000); AID 873, 2007;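 active = inhibition of 40% or more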;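 note: 0% = enzyme controls without compound and 100% = no-enzyme blanks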
Target sequence (Q9Y337 67-293 limits assumed): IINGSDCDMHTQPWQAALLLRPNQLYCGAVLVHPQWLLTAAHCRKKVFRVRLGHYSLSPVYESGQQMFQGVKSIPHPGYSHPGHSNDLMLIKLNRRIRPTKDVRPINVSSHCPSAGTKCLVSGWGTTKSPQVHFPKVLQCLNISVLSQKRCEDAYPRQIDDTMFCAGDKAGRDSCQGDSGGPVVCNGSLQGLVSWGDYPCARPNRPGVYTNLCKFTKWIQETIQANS
Runt-CBFb FRET – inhibitors of RUNX1 Runt–CBFb binding, primary screen, biochemical, FRET, Cerulean-Runt, Venus-CBFb, uHTS | Runt-related transcription factor 1 (Homo sapiens) + Core-binding factor subunit beta … | Cerulean-Runt/Venus-CBFb FRET ratio 530/480, 1 h | inhibition, % at 20 µM | actives 0.46% (n = 220,000) | AID 1496, 2009;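 active = inhibition over about 50% at 20 µM in the single-dose screen, limit read from the data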;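 note: 0% = DMSO wells and 100% = excess unlabeled CBFb competitor control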
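Assay system: Cerulean-Runt domain fusion protein, energy donor; Signal: fluorescence energy transfer, 422 nm excitation, 530/480 nm emission; Timing: 1 h compound exposure, room temperature; Control set: unlabeled CBFb; Medium: Tris buffer pH 7.5 with salts and BSA; Compound: single test concentration of 20 µM, 1% DMSO final; Probe or stimulus: Venus-CBFb 100 nM.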
thrombin 1536 – human alpha-thrombin inhibitors, primary screen, counter-screen for coagulation protease inhibitor project, biochemical, 1536-well, fluorogenic AMC substrate. Prothrombin (Homo sapiens), P00734. Boc-VPR-AMC fluorogenic substrate cleavage. inhibition, % at 5 µM. AID 1046, 2008. actives 0.26% (n = 220,000);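 active = inhibition at or above 40%; inactive = inhibition below 40%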;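 note: 0% = enzyme with no compound and 100% = wells without enzyme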
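Material: human alpha-thrombin enzyme / Medium: pH 7.5 Tris (50 mM) with NaCl 150 mM, Tween 20 0.05% / Compound: single-point dosing at 5 µM, 0.2% DMSO / Incubation: enzyme reaction carried out at room temperature / Detection: AMC fluorescence, 355/460 nm / Read-out basis: percent inhibition scaled between no-compound controls and no-enzyme blanks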
14-3-3 Bad PPI – inhibitors of 14-3-3 zeta/Bad binding, primary screen, biochemical, TR-FRET, bovine 14-3-3 zeta. actives 0.71% (n = 220,000). 14-3-3 protein zeta/delta (Bos taurus), P63103. AID 781, 2007. TR-FRET 14-3-3zeta/Dy647-pBad peptide displacement, 1 h. inhibition, % at 21.7 µM;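 active = inhibition above about 70%, limit read from the data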;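 note: 0% = full 14-3-3 plus peptide FRET controls and 100% = background without 14-3-3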
Target sequence (P63103 whole entry, looked up): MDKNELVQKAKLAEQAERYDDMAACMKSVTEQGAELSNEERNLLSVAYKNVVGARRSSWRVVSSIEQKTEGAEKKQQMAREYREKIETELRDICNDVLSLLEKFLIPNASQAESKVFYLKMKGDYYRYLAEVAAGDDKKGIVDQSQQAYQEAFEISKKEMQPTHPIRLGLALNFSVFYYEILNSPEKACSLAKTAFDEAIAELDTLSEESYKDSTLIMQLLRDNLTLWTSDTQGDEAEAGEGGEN
* hit, by the source's call; [ ] = remark or other dose. The order is random (roughly 4.2% active in at least one column).

`CS(=O)(=O)N1CCn2c1nc1ccccc12` gave FXIa inh 1536 2, FXIIa inh 1536 3, Runt-SMMHC FRET -6, Hck-Nef inh 12, Wee1 stabilizer 5, Runt-CBFb FRET 1, thrombin 1536 -5 and 14-3-3 Bad PPI -1.
For Nc1nnc(SCc2cc3c(cc2Cl)OCO3)s1 the results were FXIa inh 1536 2, FXIIa inh 1536 15, Runt-SMMHC FRET -4, Hck-Nef inh 1, Wee1 stabilizer 0, KLK5 inh 5, Runt-CBFb FRET 0, thrombin 1536 -2 and 14-3-3 Bad PPI -6.
For CN(C)CCOC(=O)Cc1ccc(Cl)cc1 the results were FXIa inh 1536 3, FXIIa inh 1536 6, Runt-SMMHC FRET -1, Hck-Nef inh -17, Wee1 stabilizer 1, KLK5 inh -9, Runt-CBFb FRET 0, thrombin 1536 4 and 14-3-3 Bad PPI 1[fluorescence artefact?].
For CCC(C)(C)C1CCc2c(sc(NC(=O)c3ccccc3C(=O)O)c2C#N)C1 (stereo not drawn) the results were FXIa inh 1536 -3, FXIIa inh 1536 3, Runt-SMMHC FRET -5, Hck-Nef inh 4, Wee1 stabilizer -1, KLK5 inh 3, Runt-CBFb FRET -11, thrombin 1536 -3 and 14-3-3 Bad PPI -6.
`O=C(NCc1ccccc1)c1ccc(-c2ccccc2C(F)(F)F)o1` gave FXIa inh 1536 8, FXIIa inh 1536 16, Runt-SMMHC FRET 3, Hck-Nef inh 2, Wee1 stabilizer -4, KLK5 inh -4, Runt-CBFb FRET 1, thrombin 1536 2 and 14-3-3 Bad PPI -1.
Screening COc1ccccc1NC(=O)N1CCN(c2ccccc2F)CC1 returned FXIa inh 1536 6, FXIIa inh 1536 5, Runt-SMMHC FRET -3, Hck-Nef inh 2, Wee1 stabilizer -1, KLK5 inh -46, Runt-CBFb FRET -1, thrombin 1536 -4 and 14-3-3 Bad PPI 20.
`CCC(OC(=O)c1cccs1)C(=O)NCc1ccc(C)cc1` (stereo not drawn) gave FXIa inh 1536 -6, FXIIa inh 1536 6, Runt-SMMHC FRET -3, Hck-Nef inh 30, Wee1 stabilizer 0, KLK5 inh -2, Runt-CBFb FRET 0, thrombin 1536 -13 and 14-3-3 Bad PPI 6.
`O=C(CCSCCC(=O)NCc1ccco1)NCc1ccco1` gave FXIa inh 1536 -5, FXIIa inh 1536 1, Runt-SMMHC FRET -2, Hck-Nef inh 0, Wee1 stabilizer -2, KLK5 inh -25, Runt-CBFb FRET 0, thrombin 1536 -11 and 14-3-3 Bad PPI 0.
For N=c1c2c(-c3ccccc3)c(-c3ccccc3)n(Cc3ccco3)c2ncn1CCCN1CCOCC1 the results were FXIa inh 1536 -4, FXIIa inh 1536 8, Runt-SMMHC FRET 5, Hck-Nef inh 20, Wee1 stabilizer 5, KLK5 inh -5, Runt-CBFb FRET -1, thrombin 1536 -1 and 14-3-3 Bad PPI -14.
`CC(/C=N/NC(=O)c1cc(-c2ccccc2)nc2ccccc12)=C\c1ccco1` gave FXIa inh 1536 13, FXIIa inh 1536 17, Runt-SMMHC FRET -4, Hck-Nef inh 3, Wee1 stabilizer 1, KLK5 inh -1, Runt-CBFb FRET 2, thrombin 1536 3 and 14-3-3 Bad PPI -17.
CCn1c(Cc2ccccc2)nnc1SCC(=O)Nc1ccc(N)cc1 was read as FXIa inh 1536 -4, FXIIa inh 1536 6, Runt-SMMHC FRET 3, Hck-Nef inh 2, Wee1 stabilizer -1, KLK5 inh -9, Runt-CBFb FRET -1, thrombin 1536 -5 and 14-3-3 Bad PPI -5.
Screening CCc1ccc(NC(=O)C2CCCN2S(=O)(=O)c2ccc3c(c2)n(C)c(=O)c(=O)n3C)cc1 (stereo not drawn) returned FXIa inh 1536 -2, FXIIa inh 1536 1, Runt-SMMHC FRET -1, Hck-Nef inh -7, Wee1 stabilizer -1, KLK5 inh -3, Runt-CBFb FRET 2, thrombin 1536 -11 and 14-3-3 Bad PPI 2.
`CC(=O)N/C(=C/c1ccccc1)C(=O)NCCO` gave FXIa inh 1536 5, FXIIa inh 1536 8, Runt-SMMHC FRET 4, Hck-Nef inh 0, Wee1 stabilizer 2, KLK5 inh -9, Runt-CBFb FRET -2, thrombin 1536 -1 and 14-3-3 Bad PPI 1.
Screening Cc1cc(C)c(C)c(OCC(=O)NCc2nc(-c3ccccc3)no2)c1 returned FXIa inh 1536 -1, FXIIa inh 1536 19, Runt-SMMHC FRET 1, Hck-Nef inh 1, Wee1 stabilizer -1, KLK5 inh -10, Runt-CBFb FRET -4, thrombin 1536 5 and 14-3-3 Bad PPI -6.
CNC(=O)COc1ncnc2sccc12 was read as FXIa inh 1536 17, FXIIa inh 1536 14, Runt-SMMHC FRET -3, Hck-Nef inh 2, Wee1 stabilizer -1, KLK5 inh -3, Runt-CBFb FRET 0, thrombin 1536 3 and 14-3-3 Bad PPI 3.
O=C(NCCC1=CCCCC1)C1CCN(S(=O)(=O)c2cnc[nH]2)CC1 was read as FXIa inh 1536 -7, FXIIa inh 1536 9, Runt-SMMHC FRET -4, Hck-Nef inh -10, Wee1 stabilizer -2, KLK5 inh -21, Runt-CBFb FRET 0, thrombin 1536 1 and 14-3-3 Bad PPI -5.
Screening CCc1nnc(NC(=O)C2CCN(c3nc(C)cc(C)n3)CC2)s1 returned FXIa inh 1536 3, FXIIa inh 1536 11, Runt-SMMHC FRET -2, Hck-Nef inh 1, Wee1 stabilizer -1, KLK5 inh 2, Runt-CBFb FRET 0, thrombin 1536 2 and 14-3-3 Bad PPI 6.
For O=C(NC1CC1)c1c[nH]c2ccc(S(=O)(=O)Nc3cccc(C(F)(F)F)c3)cc2c1=O the results were FXIa inh 1536 -1, FXIIa inh 1536 10, Runt-SMMHC FRET -3, Hck-Nef inh -1, Wee1 stabilizer -1, KLK5 inh -45, Runt-CBFb FRET -1, thrombin 1536 -3 and 14-3-3 Bad PPI 11.
`O=C(NC(=O)c1c(F)cccc1F)Nc1ccccc1SC(F)F` gave FXIa inh 1536 7, FXIIa inh 1536 4, Runt-SMMHC FRET -3, Hck-Nef inh -3, Wee1 stabilizer 0, KLK5 inh 1, Runt-CBFb FRET -2, thrombin 1536 -8 and 14-3-3 Bad PPI -7.
Screening CC(C)C(=O)NC(c1ccco1)c1c(O)ccc2ccccc12 (stereo not drawn) returned FXIa inh 1536 -4, FXIIa inh 1536 2, Runt-SMMHC FRET 8, Hck-Nef inh 2, Wee1 stabilizer -2, KLK5 inh -25, Runt-CBFb FRET 19, thrombin 1536 -8 and 14-3-3 Bad PPI -3.
Screening COc1ccc(N2CC(O)=C(c3nc4ccccc4s3)C2=N)cc1 returned FXIa inh 1536 8, FXIIa inh 1536 11, Runt-SMMHC FRET -2, Hck-Nef inh 0, Wee1 stabilizer -2, KLK5 inh -28, Runt-CBFb FRET -1, thrombin 1536 2 and 14-3-3 Bad PPI -5.
Screening CCCCc1ncc(CN2CCC(CC3CCCCO3)(C(=O)OCC)CC2)[nH]1 (stereo not drawn) returned FXIa inh 1536 -3, FXIIa inh 1536 3, Runt-SMMHC FRET 1, Hck-Nef inh 21, Wee1 stabilizer -2, KLK5 inh 4, Runt-CBFb FRET -1, thrombin 1536 -4 and 14-3-3 Bad PPI -15.
For C(=N\Nc1nc2ccccc2s1)/c1ccco1 the results were FXIa inh 1536 -16, FXIIa inh 1536 11, Runt-SMMHC FRET 2, Hck-Nef inh 5, Wee1 stabilizer 12*, KLK5 inh -17, Runt-CBFb FRET -2, thrombin 1536 3 and 14-3-3 Bad PPI 43[fluorescence artefact?].
`O=C(NC(C(=O)c1ccccc1)n1c(=O)cc[nH]c1=S)c1ccccc1` (stereo not drawn) gave FXIa inh 1536 -5, FXIIa inh 1536 1, Runt-SMMHC FRET 0, Hck-Nef inh 8, Wee1 stabilizer 2, KLK5 inh -10, Runt-CBFb FRET -2, thrombin 1536 -6 and 14-3-3 Bad PPI -4.
For O=C(Nc1cnn(Cc2ccc(Cl)cc2)c1)c1cccs1 the results were FXIa inh 1536 3, FXIIa inh 1536 8, Runt-SMMHC FRET -3, Hck-Nef inh 11, Wee1 stabilizer -2, KLK5 inh 11, Runt-CBFb FRET -2, thrombin 1536 1 and 14-3-3 Bad PPI 5.
Screening Cc1cccc(NC(=S)NCc2cccs2)c1C returned FXIa inh 1536 1, FXIIa inh 1536 11, Runt-SMMHC FRET 3, Hck-Nef inh 0, Wee1 stabilizer -2, KLK5 inh 1, Runt-CBFb FRET 2, thrombin 1536 5 and 14-3-3 Bad PPI 23.
For O=C1CC(C(=O)N2CCN(c3ccc(F)cc3)CC2)CN1CCc1ccccc1 (stereo not drawn) the results were FXIa inh 1536 6, FXIIa inh 1536 11, Runt-SMMHC FRET 0, Hck-Nef inh 0, Wee1 stabilizer 0, KLK5 inh -18, Runt-CBFb FRET 3, thrombin 1536 -3 and 14-3-3 Bad PPI -1.

Random excerpt: 3 compounds from above, in no set order.
O=C(NCCC1=CCCCC1)C1CCN(S(=O)(=O)c2cnc[nH]2)CC1 was read as FXIa inh 1536 -7, FXIIa inh 1536 9, Runt-SMMHC FRET -4, Hck-Nef inh -10, Wee1 stabilizer -2, KLK5 inh -21, Runt-CBFb FRET 0, thrombin 1536 1 and 14-3-3 Bad PPI -5.
`O=C(NC(=O)c1c(F)cccc1F)Nc1ccccc1SC(F)F` gave FXIa inh 1536 7, FXIIa inh 1536 4, Runt-SMMHC FRET -3, Hck-Nef inh -3, Wee1 stabilizer 0, KLK5 inh 1, Runt-CBFb FRET -2, thrombin 1536 -8 and 14-3-3 Bad PPI -7.
Screening Cc1cccc(NC(=S)NCc2cccs2)c1C returned FXIa inh 1536 1, FXIIa inh 1536 11, Runt-SMMHC FRET 3, Hck-Nef inh 0, Wee1 stabilizer -2, KLK5 inh 1, Runt-CBFb FRET 2, thrombin 1536 5 and 14-3-3 Bad PPI 23.

Screening data deposited in PubChem by several laboratories.
